High-throughput results: PubChem, National Center for Advancing Translational Sciences (NCATS)
RXFP1 agonist: agonists of human relaxin receptor RXFP1; 370,000 compounds, 0.3% hits; Potency, µM (series often up to 57.5 µM), for inactives: at the highest dose activation, most hits filed as activators; HEK293T-RXFP1 cAMP TR-FRET, 30 min; response scale: percent of porcine relaxin response, buffer zero; Q9HBX9; further: potency means the concentration at half of the fitted maximal effect; on the % scale 0 is the no-effect control and ±100 the full control effect; nearly all actives have a fitted effect of over 60% in size; many of its hits are not listed in these tables
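HEK293T cells stably expressing RXFP1 were pretreated with the PDE4 inhibitor Ro 20174, exposed to compounds for 30 min at 37C, lysed, and cAMP was read by TR-FRET. Data normalized to buffer (basal) and 29 nM porcine relaxin (100%).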
Glioma ERSR ind: induces the endoplasmic reticulum stress response in human glioma cells. U87-MG GRP78 promoter luciferase reporter, 16 h. Potency, µM, without a hit: at the top dose activation, actives largely listed as activators. 420,000 compounds, 0.02% hits; further: potency means the concentration at half of the fitted maximal effect; series mostly up to about 76 µM; % of control where 0% means no effect; nearly all actives have a fitted effect of over 35% in size
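ERSR induction read as luciferase luminescence (Bright-Glo, 10 min at room temperature) in stably transfected human U87-MG glioma cells exposed to compounds for 16 h, using GRP78 as sensor.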
D1 antagonist: blocks dopamine activation of the human D1 receptor | activity change, negative = inhibition, % at 10 µM | HEK293 TREx D1 cells, calcium flux, dopamine EC80; stronger effect = lower value | P21728 | 360,000 compounds, 3.2% hits; in the data active means activity change below about -30%; further: on the % scale 0 is the no-effect control and ±100 the full control effect
Target sequence (P21728 whole entry, looked up): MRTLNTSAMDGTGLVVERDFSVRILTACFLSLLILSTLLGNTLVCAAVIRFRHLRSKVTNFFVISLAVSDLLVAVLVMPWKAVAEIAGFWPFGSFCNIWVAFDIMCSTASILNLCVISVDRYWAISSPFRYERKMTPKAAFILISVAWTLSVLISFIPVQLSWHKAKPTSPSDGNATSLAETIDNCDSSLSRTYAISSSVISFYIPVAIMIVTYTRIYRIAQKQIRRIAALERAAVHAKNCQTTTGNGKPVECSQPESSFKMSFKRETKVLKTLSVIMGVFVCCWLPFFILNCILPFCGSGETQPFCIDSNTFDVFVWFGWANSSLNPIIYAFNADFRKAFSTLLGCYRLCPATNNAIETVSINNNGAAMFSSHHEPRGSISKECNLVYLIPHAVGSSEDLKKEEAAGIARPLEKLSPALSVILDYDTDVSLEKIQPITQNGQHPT
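Antagonism measured as reduced calcium response to an EC80 dopamine addition following 180 s compound pre-read; cells were inducible HEK293 Trex D1 plated overnight at 30 C, read kinetically at 1 cycle/sec.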
D1 potentiator: human D1 dopamine receptor positive modulation. HEK293 TREx D1 cells, calcium flux, dopamine EC20 potentiation. potentiation, % at 10 µM. 360,000 compounds, 0.036% hits. AID 504651; in the data active means potentiation above about 30%; further: 0% is about no effect
D2 PAM: positive allosteric modulators of human D2 dopamine receptor | HEK293 T-REx D2, calcium flux, EC20 dopamine potentiation | 340,000 compounds, 0.34% hits | P14416 | potentiation, % at 10 µM;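 active means potentiation over 3 SD above the plate norm, cut at about 30% in these data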; further: 0% is about no effect
Target sequence (P14416 whole entry, looked up): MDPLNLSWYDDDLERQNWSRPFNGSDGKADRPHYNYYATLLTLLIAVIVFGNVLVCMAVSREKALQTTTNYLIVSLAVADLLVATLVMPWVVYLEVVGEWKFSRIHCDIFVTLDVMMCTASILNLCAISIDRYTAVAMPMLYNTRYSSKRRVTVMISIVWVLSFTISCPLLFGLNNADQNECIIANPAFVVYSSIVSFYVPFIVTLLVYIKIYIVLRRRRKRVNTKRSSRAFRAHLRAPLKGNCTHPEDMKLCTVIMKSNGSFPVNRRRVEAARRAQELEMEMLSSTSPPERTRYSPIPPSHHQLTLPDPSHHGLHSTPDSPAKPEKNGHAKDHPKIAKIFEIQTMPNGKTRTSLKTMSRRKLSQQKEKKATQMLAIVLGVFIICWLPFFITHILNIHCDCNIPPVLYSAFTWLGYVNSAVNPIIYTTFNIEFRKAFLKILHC
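Potentiation of an EC20 dopamine calcium response is measured in a force-coupled, tetracycline-inducible Hek293 Trex D2 line. Compound-only kinetic reads over 180 s flag agonists before dopamine addition.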
RXFP1 antagonist: blocks the human relaxin receptor RXFP1 | HEK293-RXFP1, relaxin-stimulated cAMP HTRF, 30 min; stronger effect = lower value | Q9HBX9 | 350,000 compounds, 0.59% hits | activity change, negative = inhibition, % at 57.5 µM | AID 1259400;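 active means activity change of -60% or lower, but not beyond a set lower limit; inconclusive means change between -60% and -40%, or beyond the set limit; inactive means change above -40%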; further: on the % scale 0 is the no-effect control and ±100 the full control effect
Vif-APOBEC3F blk: Vif-A3F binding inhibition; HeLa A3F-eYFP + Vif (tagged APOBEC3F with the HIV-1 protein that degrades it), YFP fluorescence increase; Potency, µM (highest dose often 46.1 µM), for inactives: at the top dose activity, negative = active; 390,000 compounds, 0.2% hits; further: potency means the concentration at half of the fitted maximal effect; % of control where 0% means no effect; nearly all actives have a fitted effect of over 65% in size
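HeLa cells stably expressing Vif plus C-terminally eYFP-tagged A3F were seeded, incubated overnight at 37 deg C, dosed with compound, incubated overnight again at 37 deg C. Yellow fluorescence (Ex 488/Em 500-530) reported blocked Vif-mediated A3F-eYFP degradation.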
Vif-A3G inh: inhibitors of Vif-APOBEC3G interaction | Q9HC16 | HeLa A3G-eYFP + Vif (tagged APOBEC3G with the HIV-1 protein that degrades it), YFP fluorescence, overnight | AID 602310 | 410,000 compounds, 0.076% hits | Potency, µM (top dose mostly 46.1 µM), for the others: at the highest dose activity, negative = active, hits mostly inhibitors;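 further: potency means the concentration at half of the fitted maximal effect; on the % scale 0 is the no-effect control and ±100 the full control effect; nearly all actives have a fitted effect of over 60% in size; hits raise eYFP signal because A3G escapes Vif-driven loss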
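Read-out is eYFP fluorescence (Ex 488/Em 500-530) from Vif-expressing HeLa A3G-eYFP cells; more signal means A3G escaped Vif-mediated degradation. Cells plated overnight, compound pinned in, incubated overnight at 37 deg C.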
D1 agonist: activates the human D1 dopamine receptor | HEK293 T-REx D1 cells, calcium flux, agonist mode | activation, % at 2 µM | 360,000 compounds, 1% hits; in the data active means activation above about 30%; further: 0% is about no effect
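Inducible HEK293 T-REx D1 cells, force-coupled to calcium signalling, were plated at 4000 cells/well with tetracycline and held overnight at 30 C. After no-wash calcium dye loading, compound-evoked calcium rise over 180 s flagged agonists.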
The depositor's hits bear a star; ? = inconclusive; · = no result given. Unless noted, the call rests on the fitted dose curve; in most records, active means well fitted curve in the direction sought with a large enough effect; inconclusive means small, poorly fitted or top-dose-only effect, or another doubt; inactive means no such curve, though single readings can be large; an effect the other way counts as inactive or inconclusive. This is a subset (hit frequency here may not be typical).

SMILES	RXFP1 agonist	Glioma ERSR ind	D1 antagonist	D1 potentiator	D2 PAM	RXFP1 antagonist	Vif-APOBEC3F blk	Vif-A3G inh	D1 agonist
CCOC(=O)Nc1ccc(C)cc1NC(=O)OCC	1.3%	-5.5%	-11.2	7.4	0.0	2.9	6.0%	-2.6%	2.5
COc1cc2c(cc1NC(=O)C(C)Sc1nc3ccccc3n1C)oc1ccccc12 (configuration not stated)	1.2%	-4.2%	-5.7	3.7	-2.4	2.0	-0.4%	1.4%	2.4
CCCS(=O)(=O)c1c(Nc2ccccc2C)sc(C(=O)c2ccccc2)c1N	1.6%	1.5%	1.0	0.6	7.2	-38.6	5.0%	1.7%	32.6*
CCOC(=O)C1=C(C)N(c2nonc2NC(C)=O)C(N)=C(C#N)C1c1ccccc1F (configuration not stated)	0.4%	-2.3%	-1.1	-10.1	7.3	-2.1	3.1%	1.9%	2.6
COc1ccc(Br)cc1[C@H]1[C@@H]2C=CCC[C@@]2(C)C(=O)N1Cc1ccccc1	0.2%	-1.1%	4.7	-3.8	10.4	·	-29.1%	0.6%	9.1
CCc1nnc(NC(=O)c2cccc(S(=O)(=O)N3CCN(c4ccccc4)CC3)c2)s1	0.8%	-5.8%	2.8	-0.1	5.9	0.7	-2.7%	-1.3%	0.3
COc1ccc(/C=C2\Oc3cc(OCC(=O)N4CCC[C@H]4C(=O)O)ccc3C2=O)c(OC)c1	0.1%	-1.4%	-5.5	7.8	19.2	·	-8.0%	2.8%	4.8
COc1ccc(C[C@H]2CN3C(=NC[C@H]3Cc3ccccc3)N2CCNC(=O)c2ccc(C)c(Br)c2)cc1	-1.1%	-12.6%	35.5	1.1	-12.3	·	8.3%	-18.1%	5.8
Cc1ccc(CNc2ccccc2C(=O)O)s1	2.5%	-2.1%	5.9	11.2	5.5	-4.9	4.4%	-4.7%	2.9
CCN(C(=O)CSc1nnc(C(C)N(C)C)n1-c1ccc(F)cc1)C1CCS(=O)(=O)C1 (configuration not stated)	1.2%	-6.5%	4.8	-2.7	19.8	-4.3	-2.6%	-2.9%	1.0
O=C(Nc1nnc(-c2ccccc2)o1)c1ccc(Cl)cc1	2.2%	0.8%	-11.4	-9.1	-10.0	·	-8.5%	-6.2%	10.4
Cc1nc(-c2ccccc2)nc(Cl)c1Cl	0.5%	-3.2%	-2.7	-4.4	-2.7	-7.0	10.5%	-1.0%	0.8
COc1cccc(NC(=O)c2c(C)oc3nc(C)nc(N4CCCC4)c23)c1	0.8%	-1.2%	-0.2	-7.2	-9.7	-4.4	-0.9%	-8.0%	-0.5
CCC(=O)c1c[nH]c(C(=O)NCCCn2ccnc2)c1	-0.4%	-1.3%	-1.2	-0.7	15.9	-1.8	-3.0%	-0.6%	0.8
CCOC(=O)CCS(=O)(=O)c1ccc(-c2ccc(S(=O)(=O)CCC(=O)OCC)cc2)cc1	4.0%	-3.9%	-14.9	-3.6	-0.1	-14.4	-0.4%	-6.8%	7.6
CC(=O)c1cccc(Oc2cc(NN3CCCCC3)c([N+](=O)[O-])cc2[N+](=O)[O-])c1	1.5%	-3.6%	-4.4	-5.4	-3.3	·	-0.1%	0.3%	-1.3
CCOc1cc(-c2nc3c(c(CC)nn3-c3ccccc3)c3cc(OC)c(OC)cc23)ccc1O	?	0.3%	2.7	0.3	-12.0	-0.8	0.8%	-2.7%	-2.1
CC(NCc1ccc2c(c1)OCO2)C(=O)NC1CCCc2ccccc21 (configuration not stated)	2.4%	-4.4%	-6.7	5.8	-6.7	-5.0	-0.3%	0.9%	0.9
COc1cccc(C2(O)CCN(C(=O)Cc3cccnc3)CC2)c1	-0.2%	-6.7%	8.4	2.6	-15.9	-11.8	0.1%	0.5%	2.6
O=C(NCCc1ccccc1)c1ccc(CSc2nc3ccncc3n2Cc2ccccc2F)cc1	0.5%	2.1%	-3.7	-7.8	-3.8	-20.7	2.7%	-2.2%	7.0
Cc1ccccc1S(=O)(=O)/N=C(/c1ccccc1)N1CCOCC1	0.6%	3.9%	-9.0	-7.2	-5.6	-9.5	-1.3%	1.0%	0.1
O=C(CSc1nc(=O)[nH]c2c1CCCC2)Nc1ccccc1C(F)(F)F	1.9%	-3.0%	·	-0.3	5.4	3.3	-6.4%	4.3%	2.1
Cc1ccc(Sc2ccc(NC(=O)CCN3C(=O)NC4(CCCC4)C3=O)cc2)c(C)c1	0.6%	-3.8%	9.2	-1.1	6.9	-26.6	1.3%	-12.2%	2.2
COc1ccc(OC)c(CCNC(=O)CS(=O)(=O)Cc2nc(-c3ccccc3Cl)oc2C)c1	-0.1%	4.0%	-6.9	-4.7	-8.3	0.6	-5.7%	0.2%	4.0
Cc1coc2c(C)c3oc(=O)c(CCC(=O)NCCc4ccccc4)c(C)c3cc12	4.7%	-3.0%	4.4	5.4	-8.1	-8.0	2.9%	-4.2%	0.3
CCc1nnc(NC(=O)c2cc(S(=O)(=O)N(CC)CC)ccc2Cl)s1	-1.7%	2.1%	·	0.6	8.1	-5.8	-8.0%	-0.4%	4.1
COc1cc(OC)cc(-c2nnc(NC(=O)CCS(=O)(=O)c3ccccc3)o2)c1	-1.3%	-2.5%	11.3	-1.9	8.1	-15.2	?	?	0.3
Cc1cccc(-c2ocnc2C(=O)Nc2ccccc2C(=O)N2CCCC2)c1	-3.6%	-4.2%	-22.7	-9.1	-1.2	0.3	1.7%	?	2.7
NS(=O)(=O)c1ccc(CCNC(=O)CSc2ccccc2)cc1	2.0%	-0.7%	-5.0	-4.8	21.8	2.3	-11.5%	4.3%	1.0
CC(=O)NC(=O)COC(=O)c1ccc2ncsc2c1	2.7%	-2.6%	16.7	-5.2	-7.5	-2.6	-0.8%	0.5%	1.1
O=C(NNC(=O)c1c(F)cccc1F)c1sccc1-n1cccc1	0.5%	-2.6%	19.3	-2.9	1.2	5.7	-0.9%	0.9%	-1.7
O=S(=O)(Nc1ccc(Cl)cn1)c1ccc2c(c1)OCCO2	0.0%	-7.0%	-10.4	1.3	16.8	-12.0	-10.3%	-0.1%	2.7
Cc1ccccc1-c1nnc(-c2cccs2)o1	0.5%	4.7%	0.3	-3.3	2.8	-5.0	2.1%	-5.0%	2.5
CS(=O)(=O)N(Cc1ccccc1)c1ccccc1C(=O)O	-1.6%	-2.7%	-0.6	-5.0	-1.3	-19.3	1.1%	-0.9%	0.6
CCOc1ccccc1N(C)C(=O)c1cc2c(=O)n(CC)c3ccccc3c2s1	6.8%	-3.4%	3.0	-14.1	10.5	5.0	9.4%	3.6%	7.1
COc1ccc(CNC(=O)c2ccc3c(=O)n4c(nc3c2)CCCCC4)cc1OC	0.0%	-4.3%	-8.0	-0.2	7.3	-6.0	4.8%	-3.8%	0.7
CCC(CC)C(=O)c1c[nH]c(C(=O)NCCCn2ccnc2)c1	-0.8%	-1.7%	5.9	-6.5	-10.0	-3.7	3.1%	2.2%	2.5
COc1cc(OC)c(-c2nn3c(-c4ccncc4)nnc3s2)cc1OC	1.5%	·	20.1	-9.4	-3.1	·	·	·	-0.2
Cc1cccc(C(=O)NCc2ccco2)c1	-0.8%	-1.5%	-10.3	-7.7	1.3	4.5	3.4%	-0.5%	0.1
COc1cccc(/C=N/n2c(CO)nc3ccccc32)c1OC	-0.1%	-0.6%	-9.2	-4.2	8.0	-32.5	-19.0%	0.0%	-0.7

Entries shown so far containing an aryl thioether with sulfur outside any ring:
SMILES	RXFP1 agonist	Glioma ERSR ind	D1 antagonist	D1 potentiator	D2 PAM	RXFP1 antagonist	Vif-APOBEC3F blk	Vif-A3G inh	D1 agonist
COc1cc2c(cc1NC(=O)C(C)Sc1nc3ccccc3n1C)oc1ccccc12 (configuration not stated)	1.2%	-4.2%	-5.7	3.7	-2.4	2.0	-0.4%	1.4%	2.4
CCN(C(=O)CSc1nnc(C(C)N(C)C)n1-c1ccc(F)cc1)C1CCS(=O)(=O)C1 (configuration not stated)	1.2%	-6.5%	4.8	-2.7	19.8	-4.3	-2.6%	-2.9%	1.0
O=C(NCCc1ccccc1)c1ccc(CSc2nc3ccncc3n2Cc2ccccc2F)cc1	0.5%	2.1%	-3.7	-7.8	-3.8	-20.7	2.7%	-2.2%	7.0
O=C(CSc1nc(=O)[nH]c2c1CCCC2)Nc1ccccc1C(F)(F)F	1.9%	-3.0%	·	-0.3	5.4	3.3	-6.4%	4.3%	2.1
Cc1ccc(Sc2ccc(NC(=O)CCN3C(=O)NC4(CCCC4)C3=O)cc2)c(C)c1	0.6%	-3.8%	9.2	-1.1	6.9	-26.6	1.3%	-12.2%	2.2
NS(=O)(=O)c1ccc(CCNC(=O)CSc2ccccc2)cc1	2.0%	-0.7%	-5.0	-4.8	21.8	2.3	-11.5%	4.3%	1.0

Additional compounds follow:
SMILES	RXFP1 agonist	Glioma ERSR ind	D1 antagonist	D1 potentiator	D2 PAM	RXFP1 antagonist	Vif-APOBEC3F blk	Vif-A3G inh	D1 agonist
CCC(=O)N1CCc2cc(S(=O)(=O)CCC(=O)Nc3nc(C)cs3)ccc21	2.0%	6.7%	6.3	-2.6	-20.3	2.7	-9.9%	-4.1%	-1.1
Cc1ccccc1CN(C)C[C@H]1OCc2cnnn2CCCC(=O)N([C@@H](C)CO)C[C@@H]1C	·	-6.0%	·	·	·	-13.7	-0.3%	1.6%	·
Cc1nn(-c2ccccc2)c(Cl)c1C(=O)NCCN(C)C	2.2%	-4.0%	11.3	-0.5	-7.6	-3.5	1.1%	6.3%	3.1
CCC(C)(C)n1nnnc1C(c1ccc(O)c(OC)c1)N1CCc2ccccc2C1 (configuration not stated)	-2.2%	-5.8%	-13.2	-7.0	2.5	28.5	0.8%	-2.4%	2.4

By substructure: those above with bromine
SMILES	RXFP1 agonist	Glioma ERSR ind	D1 antagonist	D1 potentiator	D2 PAM	RXFP1 antagonist	Vif-APOBEC3F blk	Vif-A3G inh	D1 agonist
COc1ccc(Br)cc1[C@H]1[C@@H]2C=CCC[C@@]2(C)C(=O)N1Cc1ccccc1	0.2%	-1.1%	4.7	-3.8	10.4	·	-29.1%	0.6%	9.1
COc1ccc(C[C@H]2CN3C(=NC[C@H]3Cc3ccccc3)N2CCNC(=O)c2ccc(C)c(Br)c2)cc1	-1.1%	-12.6%	35.5	1.1	-12.3	·	8.3%	-18.1%	5.8
